# Screens from PubChem BioAssay.
# MITF inh: inhibitors of human MITF; AlphaScreen MITF homodimerization, bead proximity signal; O75030; 650,000 tested, 0.91% active; inhibition, % at 2.6 µM; in the data active means inhibition above about 50%;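 further: 0% = vehicle wells with protein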
# GPR151 activ: human GPR151 activation | Q8TDV0 | PathHunter beta-arrestin GPR151 cells, luminescence | activation, % at 11.2 µM | 650,000 tested, 1% active; in the data active means activation above about 4.9%;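 further: 0% = median of compound wells and 100% = cells with positive control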
# TEAD-YAP block: TEAD-YAP interaction inhibition; HEK-TIYL cells, TEAD-Gal4/YAP UAS-luciferase luminescence; inhibition, % at 9.12 µM; 640,000 tested, 1.4% active; in the data active means inhibition above about 32%;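 further: 0% = median of test compound wells and 100% = reference inhibitor wells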
# FBW7 act: activators of human E3 ligase FBW7 | Q969H0 | AlphaScreen FBW7–phospho-cyclin E peptide binding, activator screen | normalized activity (activation), % at 26.1 µM | 650,000 tested, 0.13% active | AID 1259310; in the data active means normalized activity above about 1.9%;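 further: purified mutant Fbw7 with reduced substrate affinity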
# Target sequence (Q969H0 whole entry, looked up): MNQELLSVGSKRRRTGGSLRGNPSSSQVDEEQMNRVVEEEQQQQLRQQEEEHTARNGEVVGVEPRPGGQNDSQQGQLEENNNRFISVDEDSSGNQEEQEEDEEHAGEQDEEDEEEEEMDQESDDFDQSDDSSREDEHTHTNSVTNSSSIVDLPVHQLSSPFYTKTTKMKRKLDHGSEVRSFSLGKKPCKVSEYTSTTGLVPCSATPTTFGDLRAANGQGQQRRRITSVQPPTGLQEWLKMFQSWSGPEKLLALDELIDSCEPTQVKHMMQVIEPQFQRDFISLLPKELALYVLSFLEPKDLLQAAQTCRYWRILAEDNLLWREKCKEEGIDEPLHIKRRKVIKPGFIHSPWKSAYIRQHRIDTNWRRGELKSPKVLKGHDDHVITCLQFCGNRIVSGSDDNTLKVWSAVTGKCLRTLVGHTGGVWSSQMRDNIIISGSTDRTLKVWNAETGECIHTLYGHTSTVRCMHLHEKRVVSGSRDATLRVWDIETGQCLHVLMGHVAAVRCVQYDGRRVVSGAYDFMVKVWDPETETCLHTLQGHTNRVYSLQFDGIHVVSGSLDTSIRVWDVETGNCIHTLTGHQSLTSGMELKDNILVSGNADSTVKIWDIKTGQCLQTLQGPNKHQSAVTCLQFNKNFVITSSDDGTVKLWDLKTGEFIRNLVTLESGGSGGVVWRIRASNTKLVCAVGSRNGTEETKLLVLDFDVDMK
# Active calls of the source: *; nt = no result given. Random draw from the library. Share with any hit: about 3.4%.
# Fields: FBW7 act	TEAD-YAP block	GPR151 activ	MITF inh
COc1ccc(-c2nc(N)n(C(=O)c3ccccc3Cl)n2)cc1
→ 0.0	-9	0.0	2
COc1ccc(OC)c2[nH]c(=O)c(CCNC(=O)c3cccc(F)c3)cc12
→ -0.1	-9	1.1	7
O=c1c(Cc2ccccc2)c(O)nc2n1CCS2
→ 0.7	3	0.3	7
CCNc1nc(C(=O)NCc2cccc(C(F)(F)F)c2)cs1
→ 0.0	-2	-1.0	14
O=C(NCCCc1ccccc1)C1CC12CCN(C(=O)CC1CC1)CC2 (stereo not given)
→ 0.1	1	0.5	9
CCC(C)C(NC(=O)c1ccccc1NC(=O)c1ccc(C)cc1)C(=O)O (stereo not given)
→ -0.1	-4	-0.7	2
COc1ccc(C(=O)NNC(=O)COc2ccc(Cl)cc2)c(OC)c1
→ 0.1	-4	-1.3	2
CCOC(=O)C1=C(C)N=c2s/c(=C\c3cccnc3)c(=O)n2C1c1ccc(OC)cc1OC (stereo not given)
→ 0.1	-5	1.6	0
N#Cc1c(-c2ccc(Cl)cc2)cc(-c2cccs2)nc1SC/C=C/c1ccccc1
→ 0.0	3	-0.3	-6
O=C(Cn1ncc2c(=O)oc3ccccc3c21)NCCOC1C2CC3CC(C2)CC1C3 (stereo not given)
→ 0.0	-30	2.3	-3
COc1cccc(CC2=NOC(C(=O)N(C)Cc3cscn3)C2)c1 (stereo not given)
→ -0.1	-28	0.1	-4
Cc1cccc(C(=O)Nc2nc3ccc4nc(C)sc4c3s2)c1
→ 0.0	-14	-1.1	6
COc1ccc2c(c1)cc(C)c1nn(CC(=O)N3CCCCC3)c(=O)n12
→ 0.1	-5	-0.2	4
CCC(=O)Oc1ccc(C(=O)Nc2cccc(C(=O)O)c2C)cc1
→ 0.1	1	-9.1	5
CCOP(=O)(OCC)c1nc(-c2ccc(OC)cc2)oc1NCc1ccc(OC)cc1
→ -0.1	-12	0.0	-4
CCc1ccc(Nc2nnc(-c3cc4cccc(OC)c4oc3=O)s2)cc1
→ 0.3	-2	1.8	12
CC(=O)c1c[nH]c2ccc(C)cc2c1=O
→ 0.2	7	0.4	8
O=C(Cn1ccccc1=O)c1cccs1
→ -0.1	4	2.2	2
CCC1(c2ccccc2)NC(=O)N(CC(=O)c2ccc(NC(C)=O)cc2)C1=O (stereo not given)
→ -0.1	5	0.6	-6
COc1ccc(CN2CCN(S(=O)(=O)c3cccc(Cl)c3Cl)CC2)c(OC)c1OC
→ 0.0	7	0.7	-1
CCCN(CCC)Cc1c(C(=O)N/N=C/c2cccc(O)c2)nnn1-c1nonc1N
→ 0.0	-1	-0.4	-4
CCOCCn1cnc2sc(C(=O)Nc3cc([N+](=O)[O-])ccc3OC)c(C)c2c1=O
→ 0.1	11	-1.9	14
COc1ccc(-n2cnc3cc(NCc4ccc(OC)c(OC)c4)ccc32)cc1
→ -0.1	2	2.4	2
CCCCCn1c(Sc2ncc([N+](=O)[O-])s2)n[nH]c1=O
→ 0.0	6	0.6	-6
O=C(COc1ccc(Br)cc1)Nc1ccccc1
→ 0.7	-50	-1.2	5
COc1cc(C2NC(=O)NC(C)=C2C(=O)OC2CCCCCCC2)cc(Cl)c1O (stereo not given)
→ -0.1	-13	1.4	-1
COc1cccc2c1N(C(=O)Cc1ccccc1)C(C)(C)c1ssc(=S)c1-2
→ -0.1	4	-1.6	14
CCOC(=O)c1[nH]c(C)c(C(=O)NCCN2CCOCC2)c1C
→ 0.0	3	-0.4	6
O=C(Nc1ccc(Cl)c(Cl)c1)c1n[nH]n2c1nc(=O)c1ccccc12
→ 0.1	2	-1.3	14
CCC1(C)Cc2c(sc3[nH]c(=S)n(-c4ccccc4)c(=O)c23)CO1 (stereo not given)
→ 1.2	1	-0.5	11
O=C(CCCNC(=O)Cn1cnc2sc3c(c2c1=O)CCCC3)NCC1CCCO1 (stereo not given)
→ -0.1	-6	1.0	-12
CC1(C)COC(O)(C(F)(F)F)CC1=O (stereo not given)
→ 0.0	0	-1.3	11
COc1ccc(-c2cn(-c3ccc(OC)cc3)c(SCC(=O)NCC3CCCO3)n2)cc1 (stereo not given)
→ -0.2	17	-0.4	15
CC(C)c1ccccc1OCC(=O)c1ccc(O)cc1O
→ 0.2	3	-0.7	2
CC(=O)N1CCc2cc(Br)cc(S(=O)(=O)N3CCC(C)CC3)c21
→ 0.0	-2	0.3	6
Cc1cc(=O)oc(C)c1C(=O)NCC1COc2ccccc2O1 (stereo not given)
→ 1.0	-1	-0.1	18
CCC1(CC)NC(=O)N(CC(=O)OCC(=O)Nc2ccccc2[N+](=O)[O-])C1=O
→ 0.2	5	0.7	7
COC(=O)c1ccc(C(=O)OC)c(NC(=O)Nc2ccccc2)c1
→ -0.1	3	2.3	5
O=c1[nH]c2ccc(S(=O)(=O)Nc3cccc([N+](=O)[O-])c3)cc2s1
→ 0.0	4	0.3	3
O=C(NCc1ccccc1)C(=O)NCc1ccncc1
→ 0.2	-3	0.2	1
CCOC(=O)c1cnc(SCC(=O)Nc2ccc(N3CCOCC3)cc2)nc1N
→ -0.1	0	-0.1	-10
O=C(NCCc1ccccn1)C1CC12CCN(Cc1cnn(-c3ccccc3)c1)CC2 (stereo not given)
→ 0.3	2	0.3	5
Cc1cccc(NCC(O)Cn2c3ccc(Br)cc3c3cc(Br)ccc32)c1C (stereo not given)
→ 0.0	0	1.0	-11
O=C(CSc1ccc2nnc(-c3ccccn3)n2n1)Nc1nc2ccccc2s1
→ 0.0	4	-1.4	6
Cc1csc(NC(=O)CSc2nc3ccccc3n2CC(=O)NC(C)C)n1
→ 0.1	-8	0.3	2
COCCNC(=O)CSc1nc2cc3c(cc2c(=O)n1Cc1ccco1)OCO3
→ 0.0	1	-1.0	-10
CCN(CCCNC(=O)c1cn(-c2ccc(F)cc2F)c(=O)c2ccccc12)Cc1ccccc1
→ -0.1	11	1.0	8
CC(C)(C)C(=O)NC1(C(F)(F)F)NC(=O)N(c2ccc(Cl)cc2)C1=O (stereo not given)
→ 0.0	-4	0.3	15
COC(=O)c1cn(NC(=O)c2cc(-c3ccco3)nc3ccccc23)c(=O)c2ccccc12
→ -0.2	3	-0.6	-1
C=Cn1cc(CN2CCC3(CC2)NC(=O)c2ccccc2O3)c(C)n1
→ -0.2	1	0.4	-7
CCCNC(=O)CN(Cc1ccc(Br)cc1)S(=O)(=O)c1ccccc1
→ 0.0	7	2.2	-2
Cc1c(NC(=O)C(C)Oc2ccccc2)c(=O)n(-c2ccccc2)n1C (stereo not given)
→ 0.7	11	4.0	7
CC(C)c1nnc(NC(=O)CCC(=O)O)s1
→ 0.0	-4	0.2	-3
O=C(COc1ccc(F)cc1)NN1C(=O)CSC1=S
→ -0.1	8	1.3	-10
Cc1nn(CC(=O)N2CCCCC2C)c(C)c1[N+](=O)[O-] (stereo not given)
→ 0.0	-6	0.9	15
Cn1c(=O)c2cc(C(=O)NCCCN3CCCC3)sc2c2ccccc21
→ -0.8	-6	-0.2	-7
CC1=C(C(=O)OCCOC(C)C)C(c2cccnc2)C2=C(CCCC2=O)N1 (stereo not given)
→ 0.1	12	-1.3	5
Cc1cc(C)n2c(SCC(=O)NC(C)CCc3ccccc3)nnc2n1 (stereo not given)
→ 0.7	4	-0.5	9
O=C(Nc1ccc(Cl)cc1Cl)c1ccc(Br)o1
→ 0.0	-35	-1.4	8
Cc1cc(S(=O)(=O)N2CCN(Cc3ccc(Cl)cc3)CC2)ccc1-n1cnnn1
→ -0.1	11	-0.3	60*

# New compounds follow
# Fields: FBW7 act	TEAD-YAP block	GPR151 activ	MITF inh
O=C(N/N=C/c1cccc2ccccc12)c1ccncc1
→ 0.1	5	2.4	2
CCc1nc(SCC(=O)N(C(C)C)C(C)C)c2ccccc2n1
→ 0.1	-7	-0.9	7
COC(=O)C1C(c2ccc(C)cc2)c2c([nH][nH]c2=O)CC1(C)O (stereo not given)
→ -0.2	8	0.8	2
Cc1ccc(Cl)cc1-c1ccc(C=C2C(=O)NC(=O)NC2=O)o1
→ 0.1	-1	2.3	4
Cc1cccc2c(Nc3ccc4c(c3)OCO4)nc(CN3CCCN(C=O)CC3)nc12
→ 0.1	5	-0.6	9
Cc1ccc(S(=O)(=O)Nc2ccc3nc(-c4ccccn4)[nH]c3c2)cc1
→ 0.1	-22	1.9	18
COc1ccc(C(=O)NCCc2cc3c(OC)ccc(OC)c3[nH]c2=O)c(OC)c1
→ -0.2	6	0.5	9
O=C(O)C1C2C=CC3(CN(CCCC4CCCCC4)C(=O)C13)O2 (stereo not given)
→ -0.2	3	1.3	3
COc1ccccc1/C=C/c1nn2c(C3COc4ccccc4O3)nnc2s1 (stereo not given)
→ -0.3	-40	-0.1	6
COc1ccc(C2C(C(=O)Nc3ccc(F)c(Cl)c3)c3ccccc3C(=O)N2Cc2ccc(F)cc2)cc1 (stereo not given)
→ 0.2	11	0.8	15
COc1ccccc1C(=O)ON1C(=O)c2cccc3cc([N+](=O)[O-])cc(c23)C1=O
→ 0.0	2	0.0	3
Cc1ccc(CS(=O)Cc2ccc(C(=O)O)o2)cc1 (stereo not given)
→ 0.6	12	-0.7	6
COc1ccc(CCNC(=O)CSc2cn(Cc3cccc(F)c3)c3ccccc23)cc1OC
→ 0.1	-19	1.5	5
O=C(Nc1sc2c(c1C(=O)Nc1ccc(Cl)cc1)CCC2)c1cccs1
→ 0.7	-8	-1.4	1
CCOC(=O)CCC(=O)OC1C(OC2C(C)C(OC3CC(C)(OC)C(O)C(C)O3)C(C)C(=O)OC(CC)C(C)(O)C(O)C(C)C(=O)C(C)CC2(C)O)OC(C)CC1N(C)C (stereo not given)
→ 0.0	nt	-0.9	8
CC1CC(C)CN(S(=O)(=O)c2ccc(C(=O)Nc3nc(-c4ccc(Cl)s4)cs3)cc2)C1 (stereo not given)
→ -0.3	-5	-0.7	-3
Cc1ccc(N(CC(=O)N2CCN(c3ccccc3)CC2)S(C)(=O)=O)cc1
→ -0.2	5	-0.2	3
c1cc2c(cc1CN1CCN(C3CCCC3)CC1)OCO2
→ 0.7	13	-1.3	63*
O=C(Nc1cc(Cl)ccc1Cl)c1cc(C2CC2)on1
→ 0.0	-4	0.9	-5
CN(CCCNC(=O)c1cc(S(=O)(=O)N2CCCCC2)c[nH]1)Cc1ccccc1
→ 0.5	-9	-1.2	-2
COc1ccc(N2CC(O)=C(c3nc(C)cs3)C2=N)cc1
→ 0.1	-1	2.7	-7
CC(=O)C1=C(O)C(=O)N(c2ccc(OCC(=O)O)cc2)C1c1cccc(F)c1 (stereo not given)
→ 0.1	-6	0.7	4
CCSc1nc2ccccc2n1C(=O)c1ccc(S(=O)(=O)N2CCOCC2)cc1
→ -0.1	-5	-0.8	0
CCOc1ccc(CC(=O)NNC(=O)Nc2ccc(F)c(Cl)c2)cc1
→ 0.0	6	-0.7	-4
O=C(CSc1nncn2c1cc1sccc12)Nc1ccccc1F
→ 0.8	-13	-1.0	13
CC1CCCCN1C(=O)CNC(=O)Cn1cnc2ccccc2c1=O (stereo not given)
→ -0.1	0	-0.3	15
O=C(CNc1cccc(Cl)c1)N/N=C/c1ccccc1O
→ -0.2	19	0.5	2
COc1ccc(/C=C2/SC(=S)N(N)C2=O)cc1OC
→ -0.3	-11	1.8	8
CN(C(=O)CNC(=O)c1ccccc1)C1(C(=O)NC2CCCCC2)CCCCC1
→ 0.9	-4	-0.9	-17
O=C(NC1CCCCC1)c1ccc2c(=O)n(Cc3ccccc3)c(=S)[nH]c2c1
→ 0.0	-1	-0.9	7
O=C(CN1CCSCC1)N/N=C/c1cccnc1
→ 0.3	-7	-1.3	51*
O=C(Nc1c2c(nn1-c1cccc(Cl)c1)CS(=O)(=O)C2)c1ccccc1F
→ 0.1	1	-0.8	-11
O=C(Nc1ccc(Cl)c(-c2nc3c(ccc4ccccc43)o2)c1)c1ccc(I)cc1
→ 0.0	-4	-1.3	3
O=C1CC(C(=O)Nc2ccc(Br)cc2)C(c2ccccc2)O1 (stereo not given)
→ -0.1	-6	0.2	-7
CC1CCN(c2ccc(/C=C(\C#N)c3nn(-c4ccccc4)c(N)c3C#N)cc2[N+](=O)[O-])CC1
→ 0.0	3	1.0	3
Cc1ccc(-c2c(C(=O)Nc3ccc(Cl)cc3Cl)oc(=O)c3ccccc23)cc1
→ -0.1	-2	0.2	11
COc1ccccc1NC(=O)CSc1nc(N)c2c3c(sc2n1)COC(C(C)C)C3 (stereo not given)
→ -0.1	11	0.4	1
